# SENP7 inh: SENP7 protease inhibition; Q9BQF6; recombinant SENP7, Z-RLRGG-aminoluciferin luminescence, 40 min; inhibition, % at 5 µM; 1.5% of 330,000 active;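 active means inhibition above about 50% at the single test dose, limit read from the data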;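 further: plate controls were DMSO with enzyme for no effect and no enzyme buffer wells for full effect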
# SENP6 inh: blocks the human protease SENP6. Q9GZR1. Recombinant SENP6 catalytic domain, aminoluciferin luminescence. inhibition, % at 10 µM. 1.8% of 330,000 active;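 active means inhibition above about 50% at the single tested dose, limit read from the data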;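 further: plate controls were DMSO wells with enzyme for no effect and DMSO wells lacking enzyme for full effect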
# SENP8 block-1: blocks human SENP8 cleavage of Nedd8 substrate | Q96LD8 | recombinant SENP8, Nedd8 substrate fluorescence | inhibition, % at 20 µM | 0.64% of 360,000 active | AID 602440; in the data active means inhibition mostly above about 40%, no sharp cut-off; inactive means mostly below about 27%
# HKDC1 inhibitor: blocks human hexokinase HKDC1 activity; 0.16% of 340,000 active; inhibition, % at 20 µM; Q2TB90; AID 493160; recombinant HKDC1, G6PDH/diaphorase resazurin coupled fluorescence;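 active means inhibition above about 35% when tested at 20 µM, limit read from the data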;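 further: plate controls were DMSO wells with enzyme for no effect and DMSO wells lacking enzyme for full effect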
#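 Test system: recombinant HKDC1 (HK5) hexokinase enzyme, produced in-house / Doses: 20 µM test compound, 1% DMSO / Timing: 90 min, room temperature / Detection: G6PDH/diaphorase-coupled fluorescence, 1 mM NADP, 100 µM resazurin, 525/613 nm / Control set: DMSO wells with and without enzyme mix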
# SENP1 inh: blocks the human SENP1 SUMO protease catalytic domain; Q9P0U3; recombinant SENP1 catalytic domain, CyPet-SUMO1-YPet FRET cleavage; inhibition, % at 10 µM; 0.21% of 360,000 active;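 active means inhibition at least 30% at 10 µM, raw YFP signal under a set limit, fluorescence ratio 0.5 to 1.5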;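 further: 0% = enzyme with DMSO and 100% = no enzyme wells; some results filed as inactive read as strong as hits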
#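 Compound: 10 µM single point, 0.5% DMSO; Test system: hSENP1 catalytic domain, recombinant; Timing: 50 min reaction at room temperature; Technique: FRET, CFP and YFP emission; Control set: no-enzyme wells low, DMSO-plus-enzyme wells high control.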
# SENP8 block-2: SENP8 protease inhibition | inhibition, % at 10 µM | 1.2% of 330,000 active | purified SENP8, Z-RLRGG-aminoluciferin cleavage, luminescence | AID 2540 | Q96LD8; in the data active means inhibition above about 50%
# Apaf-1 inh: blocks human Apaf-1 apoptosome activity | O14727 | reconstituted apoptosome caspase-3 activity, DEVD-Rh110 fluorescence | inhibition, % at 20 µM | 0.71% of 330,000 active; active means inhibition of at least 40% at 20 µM;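 further: plate controls were DMSO wells for no effect and DEVD-CHO caspase inhibitor wells for full effect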
#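 Assay system: Apoptosome proteins | Medium: pH 7.5 Hepes buffer with CHAPS, BSA, DTT | Also added: Cytochrome c and DEVD-Rh110 substrate | Times: 30 min plus 50 min, RT | Detection: Rhodamine 110 fluorescence at Ex 480/Em 540 nm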
# NLRP3 yeast inh: blocks the NALP3 inflammasome reconstituted in yeast | AID 2825 | 0.39% of 330,000 active | Yeast reconstituted NLRP3/ASC/caspase-1, beta-gal luminescence, 24 h | inhibition, % at 10 µM;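 active means inhibition of 50% or more; inactive means inhibition below 50%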;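 further: plate controls were induced DMSO wells for no effect and uninduced yeast grown without galactose for full effect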
# PfGluPho inh: PfG6PD (Plasmodium falciparum) enzyme inhibition. 0.78% of 350,000 active. AID 504690. PfGluPho enzyme, NADPH resazurin-diaphorase fluorescence. inhibition, % at 20 µM;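 active means inhibition reaching at least a set limit at 20 µM in the primary screen, cut at about 59% in these data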;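 further: 0% = DMSO wells with substrate and 100% = DMSO wells lacking glucose-6-phosphate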
# * marks the source's active call; other numbers are inactive results; i = inactive; . = not tested or not shown.
SMILES,SENP7 inh,SENP6 inh,SENP8 block-1,HKDC1 inhibitor,SENP1 inh,SENP8 block-2,Apaf-1 inh,NLRP3 yeast inh,PfGluPho inh
O=C(O)c1ccc(NS(=O)(=O)c2ccc(N3CCCC3)c([N+](=O)[O-])c2)cc1,1,21,14,0,2,6,11,13,-21
CC1(c2ccccc2)NC(=O)N(CC(=O)N2CCN(S(=O)(=O)c3cccs3)CC2)C1=O (stereo not drawn),2,-17,3,-4,0,-3,12,-4,3
CC1=C(C(=O)Nc2ccc(Cl)cc2)C(c2cccs2)n2nnnc2N1 (stereo not drawn),1,8,11,-6,0,-2,1,9,-3
CCCCc1ccc(NC(=O)c2ccc(N(C)S(C)(=O)=O)cc2)cc1,-5,-21,17,-4,-1,-5,-10,-10,-5
COc1ncnc2c1sc1nc(-c3ccccc3)c3c(c12)CCCC3,5,8,1,-1,-7,2,17,10,6
O=C(C1CCC1)N1CCc2cc(S(=O)(=O)NCC3COc4ccccc4O3)ccc21 (stereo not drawn),5,-1,22,4,-1,3,13,9,3
Cc1cc(NS(=O)(=O)c2ccc(NC(=O)c3ccc(Br)o3)cc2)nc(C)n1,3,-17,13,2,-1,0,11,3,-16
N#Cc1c(NC(=O)c2ccncc2)sc2c1CCC2,2,1,12,-5,-5,-9,-30,15,8
O=C(c1cc(-c2ccc(Cl)s2)nc2ccccc12)N1CCOCC1,7,-17,i,3,-74,-15,9,25,0
O=C1/C(=C/c2ccncc2)Cc2ccccc21,-3,-3,4,6,2,-7,-8,13,-1
COc1ccc(CCNC(=O)CSc2nc(=O)n3cccc(C)c3n2)cc1OC,-3,2,10,-4,1,0,3,14,-15
Cc1sc2nc(SCC(=O)N(C)Cc3ccccc3)n(-c3ccccc3)c(=O)c2c1C,-2,-19,16,0,5,-4,19,4,1
COc1ccc(-c2noc(CN(C)Cc3ccccc3)n2)cc1,-5,9,17,-2,0,15,4,17,5
O=C(COc1cccnc1[N+](=O)[O-])Nc1ccccc1Sc1ccccc1,-3,4,8,1,-2,0,17,22,28
COc1ccc(COC(=O)c2ccc3c(=O)n4c(nc3c2)CCC4)cc1F,8,16,.,.,.,7,-6,-1,.

# A run of entries taken from the entries so far:
SMILES,SENP7 inh,SENP6 inh,SENP8 block-1,HKDC1 inhibitor,SENP1 inh,SENP8 block-2,Apaf-1 inh,NLRP3 yeast inh,PfGluPho inh
O=C(O)c1ccc(NS(=O)(=O)c2ccc(N3CCCC3)c([N+](=O)[O-])c2)cc1,1,21,14,0,2,6,11,13,-21
CC1(c2ccccc2)NC(=O)N(CC(=O)N2CCN(S(=O)(=O)c3cccs3)CC2)C1=O (stereo not drawn),2,-17,3,-4,0,-3,12,-4,3
CC1=C(C(=O)Nc2ccc(Cl)cc2)C(c2cccs2)n2nnnc2N1 (stereo not drawn),1,8,11,-6,0,-2,1,9,-3

# New compounds follow
SMILES,SENP7 inh,SENP6 inh,SENP8 block-1,HKDC1 inhibitor,SENP1 inh,SENP8 block-2,Apaf-1 inh,NLRP3 yeast inh,PfGluPho inh
Cc1ccc(NC(=O)c2nc[nH]c2C(=O)NCCCCCCNC(=O)c2[nH]cnc2C(=O)Nc2ccc(C)cc2)cc1,1,0,11,-2,2,11,8,4,7
COc1cccc2cc(C(=O)Nc3cc(Cl)ccc3N3CCOCC3)c(=O)oc12,-17,2,24,-6,3,-7,3,8,-8
COc1ccc(C(=O)OCCCOC(=O)c2ccc(OC)cc2OC)c(OC)c1,7,-7,7,-1,0,0,32,22,5
CCN(CC)C(=O)N1CCN(S(=O)(=O)c2ccc(C)cc2)CC1,6,3,22,-6,-1,-7,-12,-3,11
CCOC(=O)C1CCN(C(=O)COc2cccc3ccccc23)CC1,8,-12,-2,15,0,-7,7,31,4
O=C(Nc1ccccc1)OC1CC2CC1C1CCCC21 (stereo not drawn),-7,-23,12,7,0,-8,14,20,8
CC(NC(=O)c1cc2cc(Br)ccc2oc1=N)c1ccccc1 (stereo not drawn),1,8,-2,1,-3,3,30,-2,10
CN(Cc1c(C(=O)N(C)Cc2ccccc2)nc2ccccn12)CC1Cc2ccccc2O1 (stereo not drawn),-2,22,6,0,-1,2,0,6,-13
Cc1cc(C)c(S(=O)(=O)Nc2ncn[nH]2)c(C)c1,2,-6,7,-8,1,1,-5,8,6
COc1ccc(C2=NOC(Cn3nc(C(=O)NCc4ccc(C)cc4)cc3-c3ccccc3)C2)cc1 (stereo not drawn),-7,7,14,1,0,6,12,27,3
CCC(=O)N(Cc1cc(=O)[nH]c2ccccc12)c1ccccc1OC,4,9,-1,0,0,11,-3,10,-16
O=C(NCC(NS(=O)(=O)OCC(Cl)(Cl)Cl)c1ccccc1)C(F)(F)F (stereo not drawn),6,7,11,-1,4,-1,8,16,8
COC(=O)c1sc(-c2ccc(C(C)(C)C)cc2)cc1NC(=O)COCC(=O)O,2,12,-139,-1,2,4,28,17,-8
COc1cccc2[nH]c(C(=O)NCc3ccccc3)cc12,-5,-4,-288,-5,-18,-5,-6,16,16
CCc1ccccc1NC(=O)c1cc([N+](=O)[O-])ccc1N1CCOCC1,-12,8,7,4,0,-7,8,9,11
CCCN(C(=O)COC(=O)CCOc1ccccc1C)c1c(N)n(Cc2ccccc2)c(=O)[nH]c1=O,-7,-10,1,-6,-2,-6,-9,11,1
Cc1noc(C)c1COc1ccc(CC(=O)NCCc2ccccc2)cc1,-10,-23,7,-8,-1,-14,3,1,8
CC(CNS(=O)(=O)c1ccc2c(c1)CC(=O)N2C)c1ccccc1 (stereo not drawn),-1,4,9,1,0,1,7,16,-12
CC(=O)Nc1ccccc1C(=O)C(=O)Nc1cccc(C(=O)NCc2ccccc2)c1,-2,-21,16,-9,2,-5,0,12,1
O=C(Cc1cccs1)N/N=C/C=C/c1ccccc1,-14,-8,11,6,0,-14,0,10,-13
COCCN(C(=O)c1c(C)noc1C)c1c(N)n(CC(C)C)c(=O)[nH]c1=O,10,-7,-5,-5,-10,5,-8,2,7
CC(Sc1n[nH]c(N)n1)C(=O)NC1CCCCC1C (stereo not drawn),-6,-20,7,-6,1,0,3,11,9
Cc1ccc(S(=O)(=O)N2CCC(C(=O)NNS(=O)(=O)c3ccc(Cl)cc3)CC2)cc1,2,17,12,2,0,8,11,4,-22
CC(C)c1ccc(NC(=O)C2=CC=CN3CCS(=O)(=O)N=C23)cc1,-5,-7,7,-1,1,-11,4,12,4
COc1ccc(Cl)cc1NC(=O)CN1CCN(S(=O)(=O)c2ccc(F)cc2)CC1,12,-2,11,-9,2,0,16,6,-10
CCOc1ccc(NC(=O)CN2C(=O)C(C)SC(C)C2=O)cc1 (stereo not drawn),13,0,20,-7,2,-13,1,0,7
Cc1ccc(CNC(=O)C2CCC(=O)N(Cc3ccccc3F)C2)s1 (stereo not drawn),-17,0,10,-4,3,-6,1,4,-6
CN(C)c1nc(N)nc(-c2ccco2)n1,8,-15,18,-4,1,3,0,5,1
O=c1ccc(-c2ccc([N+](=O)[O-])cc2)nn1-c1ccccc1,1,-12,11,-10,-4,3,-6,-14,8
CNC(=O)C(=O)N/N=C/c1ccc(Br)cc1,0,0,13,-10,4,-8,-15,18,-6

# Arranged by value in SENP1 inh (ascending): some entries from above
molecule | SENP1 inh
CN(Cc1c(C(=O)N(C)Cc2ccccc2)nc2ccccn12)CC1Cc2ccccc2O1 (stereo not drawn) | -1
CCc1ccccc1NC(=O)c1cc([N+](=O)[O-])ccc1N1CCOCC1 | 0
CNC(=O)C(=O)N/N=C/c1ccc(Br)cc1 | 4

# More structures follow:
SMILES,SENP7 inh,SENP6 inh,SENP8 block-1,HKDC1 inhibitor,SENP1 inh,SENP8 block-2,Apaf-1 inh,NLRP3 yeast inh,PfGluPho inh
COc1ccccc1N1CCN(S(=O)(=O)CCNC(=O)C23CC4CC(CC(C4)C2)C3)CC1,2,7,14,2,3,17,14,24,-3
O=C(Nc1ccncc1)c1cccs1,1,-7,18,-2,0,-10,12,3,12
CCN(C#N)c1nc(NC(C)C)nc(NC(C)(C)C)n1,-13,-14,7,-3,3,-6,9,0,-5
COc1ccccc1CNC(=O)Cn1ccsc1=N,15,-14,5,-6,0,-1,0,6,18
COCCCN1CC(=O)N2C(c3cccc(OC)c3)c3[nH]c4ccccc4c3C[C@H]2C1=O (stereo partly drawn),3,-7,-3,-1,-8,7,6,9,-7
CCOc1cc(S(=O)(=O)Nc2ncn[nH]2)ccc1Br,-7,-8,0,-4,3,1,-1,2,2
COc1ccc(CC(=O)Nn2c(-c3ccccc3)nc3ccccc3c2=O)cc1,-1,5,-2,-6,0,-6,-4,-3,-10
O=C(CSc1ccccc1C(=O)NCc1ccccc1)NC12CC3CC(CC(C3)C1)C2,4,3,10,2,3,2,2,3,7
CCC(=O)N1CCN(C(=O)c2ccccc2)CC1,-13,-2,7,0,-2,-9,-4,10,-10
C(=N\Nc1nc(Nc2ccccc2)nc(Nc2ccccc2)n1)/c1ccncc1,7,-1,28,-2,1,2,12,0,-5
COc1ccc(NC(C)=O)cc1S(=O)(=O)Nc1ccc(S(=O)(=O)N2CCCCC2)cc1,-9,-11,3,-3,4,-12,2,-10,0
CCOC(=O)C1CCCN(C(=O)c2ccccc2NC(C)=O)C1 (stereo not drawn),-6,-7,0,-3,1,-6,3,16,2
COc1ccc(-n2nnnc2SCC(=O)NC2CC2)cc1,5,6,1,2,3,4,-6,15,-4
N#Cc1ccc(N2C(=O)[C@@H]3C(C(=O)c4ccc5ccccc5n4)=NN[C@@H]3C2=O)cc1,3,13,10,-7,-17,6,6,-8,-10
O=Nc1c(O)ccc2cc(S(=O)(=O)O)ccc12,.,.,-146,34,-5,.,.,.,102*
Cn1c(SCC(=O)N2CCN(C(=O)c3ccco3)CC2)nnc1-c1ccc(NS(C)(=O)=O)cc1,-9,-2,5,5,2,7,1,4,-7
COc1ccc(C(=O)N2CCc3ccccc32)cc1S(=O)(=O)N1CCOCC1,2,0,4,-1,-1,0,-5,16,-2
C=CCn1c(SCc2c(F)cccc2Cl)nnc1-c1ccco1,10,5,4,-4,1,3,8,9,21
CCn1c(CC(=O)Nc2ccccc2)nnc1SCC(=O)Nc1nncs1,-1,-4,16,-5,2,1,-3,5,-12
O=C(COc1cccc(Oc2ccccc2)c1)Nc1ncccn1,0,-40,15,-9,1,-12,14,-7,-6
c1cc2c(cc1CN1CCOCC1)OCO2,-10,-14,4,7,1,-4,2,12,-1
CCOC(=O)Cc1csc(NC(=O)COc2ccc3c(C)cc(=O)oc3c2)n1,-6,0,-388,11,-18,-5,5,17,14
CN(Cc1cccc(Cl)c1)C(=O)C1CCC(=O)N(C2CC2)C1 (stereo not drawn),-3,-15,10,2,1,10,-7,-2,-14
COc1ccc(C(CNC(=O)c2cccc(S(=O)(=O)N3CCCC(C)C3)c2)N(C)C)cc1 (stereo not drawn),-6,-4,-3,1,-3,1,9,15,-5
Cc1ccc(-c2nc3ncccc3o2)cc1NC(=O)c1ccco1,-2,-12,-12,0,0,-2,-5,19,17

# Looked up one by one from above:
SMILES,SENP7 inh,SENP6 inh,SENP8 block-1,HKDC1 inhibitor,SENP1 inh,SENP8 block-2,Apaf-1 inh,NLRP3 yeast inh,PfGluPho inh
Cc1ccc(-c2nc3ncccc3o2)cc1NC(=O)c1ccco1,-2,-12,-12,0,0,-2,-5,19,17
CCOC(=O)Cc1csc(NC(=O)COc2ccc3c(C)cc(=O)oc3c2)n1,-6,0,-388,11,-18,-5,5,17,14
